Compound activity: PubChem, National Center for Advancing Translational Sciences (NCATS)
RXFP1 ag – RXFP1 (human) receptor agonism | HEK293T-RXFP1 cAMP TR-FRET, 30 min; response scale: percent of porcine relaxin response, buffer zero | Q9HBX9 | 370,000 tested, 0.3% active | Potency, µM (doses to about 57.5 µM), for inactives: top-dose activation, actives largely listed as activators; further: on the % scale 0 is the no-effect control and ±100 the full control effect; nearly all actives have a fitted effect of over 60% in size; many of its hits are not listed in these tables
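cAMP rise read by TR-FRET after 30 min, 37C compound exposure (up to 58 uM) in RXFP1-transfected HEK293 cells with Ro 20174 present. EC50 from Hill-equation fits, with 29 nM porcine relaxin as 100% and buffer as basal.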
Vif-APOBEC3F blk – inhibitors of Vif-A3F interaction. HeLa A3F-eYFP + Vif (tagged APOBEC3F with the HIV-1 protein that degrades it), YFP fluorescence increase. Potency, µM (series often up to 46.1 µM), for inactives: at the highest dose activity, negative = active. 390,000 tested, 0.2% active; further: % of control where 0% means no effect; nearly all actives have a fitted effect of over 65% in size
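HeLa cells stably expressing A3F-eYFP plus Vif, plated and incubated overnight at 37 deg C, then exposed to compounds overnight at 37 deg C. Blocked degradation read as raised yellow fluorescence (Ex 488/Em 500-530).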
RGS4 inhibitor – human RGS4 inhibition; Transcreener GDP fluorescence polarization, RGS4-accelerated GTP hydrolysis; Potency, µM (highest dose often 114 µM), for inactives: at the top dose activity change, negative = inhibition, most hits filed as inhibitors; AID 504845; 390,000 tested, 0.039% active; further: on the % scale 0 is the no-effect control and ±100 the full control effect; nearly all actives have a fitted effect of over 75% in size; some results filed as inactive show a strong effect at the top dose
Target sequence (P49798 whole entry, looked up): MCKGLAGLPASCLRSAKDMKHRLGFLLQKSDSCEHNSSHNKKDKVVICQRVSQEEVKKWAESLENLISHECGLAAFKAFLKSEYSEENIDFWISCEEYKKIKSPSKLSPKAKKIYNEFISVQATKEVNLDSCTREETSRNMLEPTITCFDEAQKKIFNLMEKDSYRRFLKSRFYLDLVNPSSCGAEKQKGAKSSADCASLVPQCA
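MLSMR compounds (23 nl, pin-transferred) preincubated 10 min at room temperature with a 500nM (2x) first reagent, then RGS4 at 900nM (2x) plus Transcreener GDP mix added; fluorescence polarization (620/688 nm) read before and after 90 min at 30 °C.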
Vif-A3G inh – inhibitors of Vif-APOBEC3G interaction. 410,000 tested, 0.076% active. AID 602310. HeLa A3G-eYFP + Vif (tagged APOBEC3G with the HIV-1 protein that degrades it), YFP fluorescence, overnight. Potency, µM (titrated, usually from 46.1 µM), without a hit: at the top dose activity, negative = active, most hits filed as inhibitors;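 further: on the % scale 0 is the no-effect control and ±100 the full control effect; nearly all actives have a fitted effect of over 60% in size; hits raise eYFP signal because A3G escapes Vif-driven loss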
Target sequence (Q9HC16 whole entry, looked up): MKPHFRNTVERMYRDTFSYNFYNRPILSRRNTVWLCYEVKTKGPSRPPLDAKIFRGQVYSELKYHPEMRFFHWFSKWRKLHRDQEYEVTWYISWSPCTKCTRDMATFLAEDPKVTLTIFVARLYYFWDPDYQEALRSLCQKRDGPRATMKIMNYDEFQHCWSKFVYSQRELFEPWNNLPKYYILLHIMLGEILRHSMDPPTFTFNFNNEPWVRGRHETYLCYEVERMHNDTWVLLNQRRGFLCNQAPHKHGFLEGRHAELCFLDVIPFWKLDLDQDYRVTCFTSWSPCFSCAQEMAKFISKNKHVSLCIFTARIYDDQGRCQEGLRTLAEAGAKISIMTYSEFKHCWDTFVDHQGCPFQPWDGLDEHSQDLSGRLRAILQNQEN
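Read-out is eYFP fluorescence (Ex 488/Em 500-530) from Vif-expressing HeLa A3G-eYFP cells; more signal means A3G escaped Vif-mediated degradation. Cells plated overnight, compound pinned in, incubated overnight at 37 deg C.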
TrxR1 substrate – is turned over as a substrate by rat TrxR1 | O89049 | purified TrxR1 substrate turnover, NADPH consumption readout | Potency, µM (titrated, usually from 114 µM), for inactives: at the highest dose activity change, negative = substrate turnover | 390,000 tested, 0.01% active | AID 588456; further: on the % scale 0 is the no-effect control and ±100 the full control effect; nearly all actives have a fitted effect of over 50% in size
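Rat TrxR1, dispensed at 90 nM, was prereduced with 400 uM NADPH (final) for 5 min at ~22 deg C, then incubated with compound 15 min before 400 uM selenite. A first-read NADPH fluorescence drop versus no-compound background flagged substrates.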
mIDH1 inhibitor – blocks human mutant IDH1 R132H enzyme; 390,000 tested, 0.093% active; IDH1-R132H enzyme, NADPH consumption, diaphorase/resazurin fluorescence; Potency, µM (series often up to 76.6 µM), inactives show at the top dose activity change, negative = inhibition, usual class: inhibitors; further: on the % scale 0 is the no-effect control and ±100 the full control effect; nearly all actives have a fitted effect of over 65% in size
Target sequence (O75874 whole entry R132H, stated change not applied): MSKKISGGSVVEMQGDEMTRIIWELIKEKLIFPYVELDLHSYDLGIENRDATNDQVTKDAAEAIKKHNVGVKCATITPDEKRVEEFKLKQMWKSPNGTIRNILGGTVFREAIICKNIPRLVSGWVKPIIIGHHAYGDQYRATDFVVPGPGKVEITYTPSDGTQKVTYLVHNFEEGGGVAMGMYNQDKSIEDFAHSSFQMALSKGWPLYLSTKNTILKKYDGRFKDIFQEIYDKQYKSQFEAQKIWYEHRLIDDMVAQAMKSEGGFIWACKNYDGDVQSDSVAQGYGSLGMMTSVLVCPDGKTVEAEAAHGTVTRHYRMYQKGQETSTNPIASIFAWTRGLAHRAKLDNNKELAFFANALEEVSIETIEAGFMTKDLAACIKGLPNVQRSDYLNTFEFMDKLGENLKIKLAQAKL
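IDH1-R132H (0.5 ug/mL dispensed) in pH 7.5 Tris buffer was preincubated 30 min with compound, then given a substrate mix of 0.016 mM NADPH and 2 mM alpha-KG for 80 min at room temperature; remaining NADPH was read by diaphorase/resazurin fluorescence.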
rTrxR1 inhibitor – inhibitors of rat thioredoxin reductase 1. O89049. recombinant rTrxR1, NADPH fluorescence consumption, selenite substrate. Potency, µM (titrated, usually from 114 µM), inactives show at the highest dose activity change, negative = inhibition, hits mostly inhibitors. 390,000 tested, 1% active. AID 588453; further: on the % scale 0 is the no-effect control and ±100 the full control effect; nearly all actives have a fitted effect of over 65% in size
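Rat TrxR1 (90 nM in the dispensed reagent) was pre-reduced with 400 uM NADPH for 5 min at room temperature, then incubated with compound for 15 min. After 400 uM selenite was added, NADPH fluorescence (Ex 340/Em 450 nm) was followed for 8 min.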
USP1 inh – USP1/UAF1 (human) deubiquitinase inhibition; recombinant USP1/UAF1, Ub-Rhodamine cleavage fluorescence; Potency, µM (top dose mostly 57.1 µM), for inactives: at the top dose activity change, negative = inhibition, most hits filed as inhibitors; 390,000 tested, 0.23% active; further: on the % scale 0 is the no-effect control and ±100 the full control effect; nearly all actives have a fitted effect of over 60% in size; inactives centre near -12
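USP1/UAF1 complex (1 nM) preincubated 15 min at room temperature with compound, then Ub-Rho substrate (150 nM final) added. Kinetic fluorescence at 480/540 nm over 6 reads at 60 s intervals; 50 mM HEPES pH 7.8, 0.5 mM EDTA, 0.1 mg/ml BSA, 1 mM TCEP, 0.01% Tween-20.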
ALOX12 inh – inhibitors of human 12S-lipoxygenase ALOX12; P18054; purified 12hLO, xylenol orange hydroperoxide absorbance; Potency, µM (titrated, usually from 108 µM), without a hit: at the top dose activity change, negative = inhibition, actives largely listed as inhibitors; 580,000 tested, 1.1% active; further: on the % scale 0 is the no-effect control and ±100 the full control effect
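Hydroperoxide product was detected by ferrous iron/xylenol orange as the 573 to 405 nm absorbance ratio. Arachidonic acid at 40 uM (final) was turned over for 30 min at room temperature by 150 nM human 12hLO, pH 7.0 Hepes buffer, after 15 min compound preincubation.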
Starred values were filed as active, the others as inactive; u = inconclusive; x = no result given; & = joins results of further samples; [ ] = dose if it differs, or a comment. The call rests on the fitted dose curve; in most records, active means well fitted curve in the direction sought with a large enough effect; inconclusive means small, poorly fitted or top-dose-only effect, or another doubt; inactive means no such curve, though single readings can be large; an effect the other way counts as inactive or inconclusive. Potency means the concentration at half of the fitted maximal effect. A portion of the library; the hit share may differ from the screen's.

RXFP1 ag,Vif-APOBEC3F blk,RGS4 inhibitor,Vif-A3G inh,TrxR1 substrate,mIDH1 inhibitor,rTrxR1 inhibitor,USP1 inh,ALOX12 inh,compound
x,0%,-6%,0%,10%[57.1 µM],-4%,10%[57.1 µM],-12%,-6%,CCOC(=O)c1cc(-c2ccccc2)nn1CC1CC(c2cccnc2)=NO1 (stereo not given)
-0.4%,-9%,26%,2%,-8%,3%,-3%,-7%,0%,COc1ccc(N2Cc3ccc(OC)c(OC)c3C2=O)cc1
2.7%,u,-16%,-5%,-11%[57.1 µM],7%,30%[57.1 µM],-20%,-12%,COc1cc(/C=C/c2nc3ccccc3c(=O)[nH]2)cc(Cl)c1O
-3.6%,-2%,-10%[56.9 µM],-3%,-2%,1%,-17%,-10%,0%,O=C(C1CC1)N1CCc2[nH]c3ccccc3c2C1
1.9%,-13%,10%,0%,46%[activator],0%,-4%,-10%,37%[activator],CCn1cc(C(=O)NCC2CCCO2)c(=O)c2cc(F)c(N3CCN(C)CC3)cc21 (stereo not given)
1.0%,0%,13%,3%,0%,11%,10%,-12%,-6%,O=C(NCC1(c2ccccc2)CCCC1)c1ccccc1
8.7%,-1%,-12%,-4%,19%[57.1 µM],3%,7%[57.1 µM],-4%,11%,COc1ccc(-n2nc(C(=O)NCc3ccco3)c3ccccc3c2=O)cc1
1.1%,3%,-29%,1%,16%,1%,u,-12%,87%[activator],Cc1c(C(=O)NCc2ccoc2)oc2ccc3c(c12)C(=O)CC(C)(C)O3
-0.8%,-13%,-18%,0%,-8%,-5%,3%,-1%,-8%,O=C(COC(=O)C1CCN(S(=O)(=O)c2ccc3c(c2)OCCO3)CC1)Nc1ccc(C(F)(F)F)cc1
1.4%,-6%,-17%,1%,27%[57.1 µM],-7%,18%[57.1 µM],-10%,7%,CC(C)n1nnnc1SCC(=O)N1CCN(C(=O)c2ccco2)CC1
-1.6%,6%,12%,1%,6%,21%,21%,-17%,-14%,Cc1ccc2nc(-c3ccc(NC(=O)C(F)(F)F)cc3)sc2c1
0.8%,4%,-10%,0%,5%,0%,3%,0%,2%,Cc1ccc(S(=O)(=O)N2CCOC2CNC(=O)C(=O)NCCN(C)C)cc1 (stereo not given)
-0.2%,-2%,-15%,0%,3%[11.4 µM],-1%,18%[11.4 µM],-21%,2%,O=C(C1CCCN(Cc2nc(-c3ccc(Cl)cc3)no2)C1)N1CCOCC1 (stereo not given)
5.8%,-4%,10%,-1%,-8%,3%,-27%,-4%,-18%,CC(C)NC(=S)NC(=O)/C=C/c1cccc2ccccc12
x,-15%,8%,0%,7%[57.1 µM],-15%,8%[57.1 µM],-9%,-3%,O=C(CN1C(=O)NC2(CCCc3ccccc32)C1=O)c1ccccc1F (stereo not given)
-0.1%,3%,-19%,2%,-1%,1%,u,-25%,u,Cc1cc(NS(=O)(=O)c2ccccc2)c(C)c(Cl)c1O
x,u,-4%,0%,-6%,7%,-26%,7%,u,O=c1cc(S(=O)(=O)Cc2ccccc2)[nH]c(=O)[nH]1
1.0%,10%,-10%,1%,0%,-5%,13%,-13%,8%,COCCn1c(SCC(=O)NC2CCCC(C)C2C)nc2ccccc2c1=O (stereo not given)
0.2%,-4%,37%,2%,-2%,-3%,17%,3%,27%,O=C(Cc1ccccc1)Nc1ccc(NC(=O)c2ccccc2)c(Cl)c1
0.5%,-6%,-5%,-5%,8%[57.1 µM],0%,-42%,-20%,-17%,CC(C)c1ccc(S(=O)(=O)c2cc3cc(Br)ccc3oc2=O)cc1
0.0%,8%,5%,6%,-6%,1%,-11%,-8%,0%,COc1ccc(C(=O)NCCSCc2ccc(C)cc2)cc1
0.3%,4%,26%,0%,-1%,2%,1%,-5%,52%&-3%[activator],CC(=O)c1ccc(NS(=O)(=O)c2ccc(C)cc2)cc1
2.4%,0%,8%,2%,104%[activator][57.1 µM],-2%,43%,-19%,-2%,COc1cc2oc3cc(C)oc(=O)c3c2cc1OC
-2.2%,-1%,-32%,-3%,6%,3%,-2%,-19%,-20%,C[C@H](c1ccccc1)n1nnc(COCc2ccccc2)c1C#CCOCc1ccccc1
x,-4%,-13%,-2%,5%,1%,16%,-26%,-1%,COc1ccc(CCNC(=O)c2cc(-c3ccccc3)c(N3CCOCC3)s2)cc1OC
0.9%,-3%,0%,0%,11%,33%,23%,-7%,4%,O=C(NCc1ccccc1F)C1CCN(c2nnc(-n3cccc3)s2)CC1
1.1%,-1%,33%,-4%,7%,11%,26%,-6%,-10%,O=C(COc1ccc(Cl)cc1Cl)Nc1ccccn1
-1.6%,0%,-5%,-7%,-6%,4%,-13%,-21%,18%,O=Cc1ccccc1OS(=O)(=O)c1ccccc1
16%,4%,-3%,2%,7%,-7%,37%[activator],-15%,-17%,CC(=O)c1ccc(NC(=O)CCc2c(C)nc3c(c2C)c(=O)n(C)c(=O)n3C)cc1
-0.4%,1%,-40%,0%,-10%,-2%,8%,-15%,-3%,COc1cc(C(=S)N2CCOCC2)ccc1OC(=O)c1cc(OC)c(OC)c(OC)c1

A draw from above in order of molar mass, rising.
RXFP1 ag,Vif-APOBEC3F blk,RGS4 inhibitor,Vif-A3G inh,TrxR1 substrate,mIDH1 inhibitor,rTrxR1 inhibitor,USP1 inh,ALOX12 inh,compound
-3.6%,-2%,-10%[56.9 µM],-3%,-2%,1%,-17%,-10%,0%,O=C(C1CC1)N1CCc2[nH]c3ccccc3c2C1
1.0%,0%,13%,3%,0%,11%,10%,-12%,-6%,O=C(NCC1(c2ccccc2)CCCC1)c1ccccc1
-0.2%,-2%,-15%,0%,3%[11.4 µM],-1%,18%[11.4 µM],-21%,2%,O=C(C1CCCN(Cc2nc(-c3ccc(Cl)cc3)no2)C1)N1CCOCC1 (stereo not given)

Additional compounds follow.
RXFP1 ag,Vif-APOBEC3F blk,RGS4 inhibitor,Vif-A3G inh,TrxR1 substrate,mIDH1 inhibitor,rTrxR1 inhibitor,USP1 inh,ALOX12 inh,compound
1.3%,-3%,-9%,1%,-5%,0%,u,-22%,u,CCOc1ccc(C(=O)NC(=S)NC2CCCC2)cc1[N+](=O)[O-]
12%,-10%,1%,0%,0%,-2%,-8%,-23%,-6%,N#C/C(=C\c1c(N2CCC(C(N)=O)CC2)nc2ccccn2c1=O)S(=O)(=O)c1ccccc1
0.2%,0%,40%,2%,8%,-1%,11%,-5%,-9%,O=C(COc1ccc(S(=O)(=O)NCc2ccccc2)cc1)N1CCOCC1
-0.2%,3%,-26%,-5%,-10%,-1%,u,-15%,u,COc1cc2cc(C)c(SCC(=O)N3CCN(C(=O)c4ccco4)CC3)nc2cc1OC
2.6%,2%,-4%,-7%,-5%,5%,-4%,-26%,69%[activator],Clc1cc(CSc2ccccc2)nc(-c2ccccc2)n1
-1.6%,2%,-5%,1%,7%,-5%,16%,-13%,-2%,CCOc1ccc(CN2CCN(Cc3nc4c(s3)CCCC4)CC2CCO)cc1 (stereo not given)
-0.9%,-7%,6%,-2%,8%[57.1 µM],9%,18%[0.0914 µM],-13%,-12%,Cc1ccc(S(=O)(=O)NC(CC(C)C)C(=O)N2CCC(C)CC2)cc1 (stereo not given)
-0.3%,5%,-21%,0%,-9%,0%,-5%,-18%,0%,CCCNC(=O)Nc1nccs1
1.7%,-3%,17%[11.4 µM],u,4%,-8%,20%,-18%,0%,COc1ccc(/C=N/NC(=O)c2ccccc2O)cc1Cn1cc([N+](=O)[O-])cn1
-0.5%,0%,-14%,0%,9%,7%,35%,-23%,24%,COc1ccc(C2(CNC(=O)c3cccs3)CCOCC2)cc1
11%,-6%,u,-5%,-11%,3%,-12%,-10%,-25%,CCc1ccc(-c2c(C)sc(NC(C)=O)c2C(N)=O)cc1
0.7%,-29%,-21%,-8%,-8%,0%,-8%,-20%,12%,O=C(NCc1ccncc1)C(=O)Nc1nc(C23CC4CC(CC(C4)C2)C3)cs1
-0.2%,-2%,11%,6%,-2%,-7%,24%,-4%,-23%,CCn1cc(C(=O)NCCc2ccccc2)c(=O)c2cc(S(=O)(=O)N3CCc4ccccc4C3)ccc21
2.6%,-2%,13%,1%,2%,-5%,12%,-19%,u,Cn1c(SCC(=O)Nc2ccc(Br)cc2)nc(O)cc1=O
5.7%,7%,-14%,0%,3%[57.1 µM],-1%,11%[57.1 µM],-9%,-7%,O=C(NC1CCCC1)C(c1ccncc1)N(C(=O)c1csnn1)c1ccc(F)cc1 (stereo not given)
-0.5%,-7%,-8%,2%,3%,-1%,7%,-8%,22%,CC(C)(C)c1ccc(C(=O)NNC(=O)Cc2cccc3ccccc23)cc1
3.6%,3%,-10%,2%,43%[activator][57.1 µM],23%,73%[activator][57.1 µM],-22%,2%,COc1ccc(OC)c(/C=N\NC(=O)CSc2nnc(CCCc3ccc(OC)c(C)c3)o2)c1
2.4%,1%,-1%,3%,-5%[57.1 µM],-3%,12%[57.1 µM],-25%,-21%,COc1cccc(CNC(=O)CN2C(=O)N(c3ccc(C)cc3C)S(=O)(=O)c3ccccc32)c1OC
3.1%,-2%,-18%,0%,4%,9%,3%,-27%,-22%,CCc1ccccc1NC(=O)CC1Sc2ccc(C(F)(F)F)cc2NC1=O (stereo not given)
0.6%,-10%,6%,-1%,8%,9%,3%,-14%,4%,Cc1ccsc1/C=N/Nc1nc(Cl)c(Cl)cc1Cl
